APJ ag – agonists of human apelin receptor APJ, primary screen, CHO-K1 cells, PathHunter beta-arrestin, luminescence | P35414 | 0% DMSO wells, 100% apelin | activation, % at 20 µM | hit rate 0.11% among 330,000;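 active means activation more than six SD over the plate average, tested at 20 µM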;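 further: 0% = DMSO alone and 100% = apelin-13 at 10 nM; some results filed as inactive read as strong as hits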
Target sequence (P35414 whole entry, looked up): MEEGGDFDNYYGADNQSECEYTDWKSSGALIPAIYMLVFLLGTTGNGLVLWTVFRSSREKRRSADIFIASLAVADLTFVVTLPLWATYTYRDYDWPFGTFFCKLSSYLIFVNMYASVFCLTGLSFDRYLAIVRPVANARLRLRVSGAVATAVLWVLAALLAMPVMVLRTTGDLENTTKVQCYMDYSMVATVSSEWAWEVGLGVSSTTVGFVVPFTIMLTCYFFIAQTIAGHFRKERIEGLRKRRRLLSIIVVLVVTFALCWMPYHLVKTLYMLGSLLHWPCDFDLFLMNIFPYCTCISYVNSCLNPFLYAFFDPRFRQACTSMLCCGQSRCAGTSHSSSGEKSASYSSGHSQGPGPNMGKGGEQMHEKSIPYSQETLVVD
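Assay system: CHO-K1 APJ beta-arrestin complementation cell line / Compound: single test compound dose, 20 µM final, 1% DMSO / Times: overnight seeding, 90 min compound at 25 °C, 1 h detection / Technique: beta-gal luminescence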
CXCR6 inh – CXCR6 receptor inhibitors, primary screen, cell-based, beta-arrestin, luminescence, CHO-K1 PathHunter, 1536-well. AID 602244, 2012. inhibition, % at 20 µM. hit rate 0.36% among 360,000. C-X-C chemokine receptor type 6 (Homo sapiens), O00574; in the data active means inhibition above about 34%, passing the limit was not always enough;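 further: antagonist mode with CXCL16 agonist at 10 nM final; 0% = 10 nM CXCL16 with DMSO and 100% = unstimulated wells without agonist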
Target sequence (O00574 whole entry, looked up): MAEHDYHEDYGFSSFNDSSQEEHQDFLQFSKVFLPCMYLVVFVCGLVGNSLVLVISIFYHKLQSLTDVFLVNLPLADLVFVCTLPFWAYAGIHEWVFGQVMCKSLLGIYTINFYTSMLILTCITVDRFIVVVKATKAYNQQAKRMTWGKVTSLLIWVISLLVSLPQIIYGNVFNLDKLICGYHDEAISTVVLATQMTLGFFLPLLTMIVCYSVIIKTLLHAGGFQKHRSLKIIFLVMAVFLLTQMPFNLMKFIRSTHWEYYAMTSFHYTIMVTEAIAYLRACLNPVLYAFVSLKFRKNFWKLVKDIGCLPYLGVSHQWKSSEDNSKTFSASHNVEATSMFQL
TIM10 inh – growth inhibitors of isogenic TIM10 control yeast, primary screen, counter-screen for tim10-1 yeast inhibitor project, luminescence, uHTS | S. cerevisiae TIM10 strain growth, BacTiter-Glo luminescence, 24 h | inhibition, % at 10 µM | hit rate 1.4% among 330,000;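 active means inhibition of 40% or more at the single tested concentration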;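 further: wild-type TIM10 isogenic control strain grown at permissive 25 °C; 0% = DMSO yeast wells and 100% = minimal medium wells without yeast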
UPR CHOP act – activators of apoptotic CHOP UPR arm, primary screen, cell-based, CHO-CHOP luciferase reporter, luminescence, uHTS | activation, % at 10 µM | hit rate 0.34% among 330,000 | UPR activation; percent of tunicamycin response over DMSO baseline;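 active means at 10 µM dose, activation of 40% or more, normalized to positive control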;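 further: 100% = tunicamycin at 10 µg/mL and 0% = DMSO alone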
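Material: CHO-CHOP cells, stable luciferase reporter of PERK-eIF2a-CHOP signalling; quantity: 500 reporter cells seeded per well; buffer or medium: F12 medium containing 10% fetal bovine serum; compound: one dose, 10 µM in 0.5% DMSO; incubation: 6 h compound treatment, 37 °C; measured by: Steady-Glo luciferase luminescence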
tim23-1 inh – growth inhibitors of tim23-1 mutant yeast, primary screen, luminescence, uHTS; hit rate 1.3% among 330,000; S. cerevisiae tim23-1 growth, BacTiter-Glo luminescence, 24 h; AID 463212, 2010; inhibition, % at 20 µM;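 active means growth inhibition of the mutant yeast at or above 50%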;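 further: temperature-sensitive mutant grown at 25 °C; plate controls were DMSO-treated mutant yeast for no effect and medium wells lacking yeast for full effect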
UPR XBP1 act – activators of adaptive XBP1 UPR arm, primary screen, cell-based, CHO-XBP1 luciferase reporter, luminescence, uHTS. activation, % at 20 µM. hit rate 0.33% among 330,000. IRE1-XBP1 UPR activation; percent of tunicamycin response, DMSO as zero;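 active means versus positive control, 20 µM dose yields 30% or more activation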;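 further: 100% = tunicamycin at 10 µg/mL and 0% = DMSO only wells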
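Material – CHO cell line with stable XBP1 luciferase reporter · Buffer or medium – F12 plus 10% FBS · Compound – single point, 20 µM final compound, 1% DMSO · Schedule – 16-18 h cell attachment at 37 °C, then 6 h compound exposure · Signal – Steady-Glo luminescence read · Benchmarks – high control tunicamycin 10 µg/mL final, low control DMSO vehicle only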
tim10-1 inh – growth inhibitors of tim10-1 mutant yeast, primary screen, luminescence, uHTS | hit rate 2.2% among 330,000 | inhibition, % at 20 µM | AID 463190, 2010 | S. cerevisiae tim10-1 ts strain growth, BacTiter-Glo, 24 h;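 active means inhibition of at least 40%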;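 further: mutant grown at 25 °C; 0% = DMSO wells with yeast and 100% = wells holding no yeast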
Mdm2-MdmX inh – inhibitors of human Mdm2-MdmX association, primary screen, cell-based, luminescence, split luciferase, SaOS-2, uHTS | Protein Mdm4 (Homo sapiens) + E3 ubiquitin-protein ligase Mdm2 (Homo sapiens), … | SaOS-2 split-luciferase Mdm2/MdmX complementation | inhibition, % at 8 µM | hit rate 3% among 330,000;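 active means inhibition of at least 50% at 8 µM in the primary screen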
APJ antag – antagonists of human apelin receptor APJ, primary screen, CHO-K1 cells, beta-arrestin complementation, luminescence; P35414; inhibition, % at 20 µM; hit rate 0.32% among 330,000;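 active means inhibition above about 40% at 20 µM, limit read from the data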;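 further: cells challenged with 10 nM apelin-13 agonist together with compound; plate controls were apelin-13 plus DMSO wells for no effect and DMSO wells lacking apelin-13 for full effect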
An asterisk follows results filed as active; . = not tested or not shown.

SMILES	APJ ag	CXCR6 inh	TIM10 inh	UPR CHOP act	tim23-1 inh	UPR XBP1 act	tim10-1 inh	Mdm2-MdmX inh	APJ antag
O=[N+]([O-])c1cc(-c2nnc(Nc3ccc(O)cc3)c3ccccc23)ccc1N1CCOCC1	9	6	15	6.1	4	5	11	29	16
CCc1cc(=O)oc2cc(OCC(=O)NCCCN3CCCC3=O)c(Cl)cc12	-6	-8	-10	1.9	9	-3	13	-7	26
CCOC(=O)C1=C(COC(=O)c2ccc(Cl)cc2[N+](=O)[O-])NC(=O)NC1C (stereo not drawn)	6	-3	6	-0.6	-10	-2	-14	-10	-12
COc1ccccc1NC(=O)OC(C)c1ccc(Cl)cc1 (stereo not drawn)	1	-9	-4	-1.5	21	4	9	7	-6
c1ccc2[nH]c(NN=C3CCCCCC3)nc2c1	1	-1	2	4.3	-3	3	14	-66	7
CC1=C(C#N)C(NC(=O)c2ccc(Cl)cc2)(C(F)(F)F)C(=O)N1 (stereo not drawn)	-2	0	2	-0.6	-14	-3	-2	27	1
Cc1nonc1NC(=O)CSc1nnc(N)s1	-1	4	0	1.0	2	4	-7	22	1
NS(=O)(=O)c1ccc(CCNC(=O)C2CCC(CNS(=O)(=O)c3ccc(Br)s3)CC2)cc1 (stereo not drawn)	-4	5	-24	-1.0	-8	2	-4	14	-38
CCOC(=O)NC(=O)COC(=O)CCCc1nc2ccccc2s1	-2	-2	-14	0.1	30	0	15	-17	-13
O=C(NCc1ccco1)/C(=C\C=C\c1ccccc1)NC(=O)c1ccco1	-2	0	6	1.4	16	-3	1	17	-3
OCCCNc1nccc(-c2cc(Nc3cccc(Cl)c3)ncn2)n1	7	-4	11	-2.6	14	-3	0	100*	-2
Cc1nc(C/C(=N\N)c2ccc(O)cc2O)cs1	-2	2	6	-2.3	9	-1	28	10	-12
CCSc1nnc(SCC(=O)NC2CCCCC2)s1	-4	4	10	-0.8	15	-2	18	21	-2
COCCNC(=O)c1ccc(Cn2c(SCC(=O)NCC3CCCO3)nc3ccc(Br)cc3c2=O)cc1 (stereo not drawn)	0	-1	0	0.2	-4	-6	7	18	7
CCOC(=O)c1ccc(NC(=O)COc2ccccc2CNC2CCCC2)cc1	-4	7	1	1.1	16	-2	-3	36	-6
Cc1ccc(-n2nnnc2SCC(=O)c2cc(C)n(-c3cc(C)on3)c2C)cc1	0	-7	43*	-1.6	-7	-1	-8	22	7
Cc1cc(C)nc(NNC2=CC(=[N+]3CCCC3)CCC2)n1	0	-2	-4	-1.0	3	-1	5	6	18
Cc1ccc(-n2c(SCC(=O)N3CCCc4ccccc43)nnc2-c2cccnc2)c(C)c1	-2	8	18	0.2	17	-2	21	-2	11
CC(C)C(=O)Nc1cccc(C(=O)Nc2nnc(C(C)(C)C)s2)c1	-1	10	-5	1.3	13	-5	22	-33	8
CC(CN1CCOCC1)C(=O)c1ccccc1 (stereo not drawn)	-1	3	-4	-1.6	-8	-4	-6	33	0
COCCNC(=S)N1CCC(C(=O)c2ccc(C)cc2)CC1	0	8	0	-0.9	1	-5	15	5	-11
C=CCSc1ncccc1C(=O)NCc1ccccc1	3	6	-10	-0.6	15	2	5	-3	6
CCOC(=O)C1(CCOC)CCN(C(=O)Cc2ccc3ccccc3c2)CC1	0	10	-3	1.6	35	0	13	-3	12
C=CCOc1ccccc1NC(=O)CN1C(=O)CNC1=O	-2	-5	-1	-0.7	2	4	-16	-3	-4
C[C@H](CO)N1C[C@H](C)[C@@H](CN(C)S(=O)(=O)c2cn(C)cn2)Oc2c(NS(=O)(=O)c3cn(C)cn3)cccc2C1=O	-4	1	-10	-0.4	-4	-2	-7	16	11
CC(C)C(Sc1nc(-c2ccccc2)cc(-c2ccccc2)c1C#N)C(=O)O (stereo not drawn)	-5	6	24	-0.6	19	-2	18	-5	4
O=C(N/C(=C\c1ccc(F)cc1)C(=O)N1CCCCCC1)c1ccccc1	-1	-1	16	0.7	28	-2	31	-3	8
CCC(C)OC(=O)C1=C(C)NC2=C(C(=O)C(C(=O)OC)C(C)C2)C1c1ccc(N(C)C)cc1 (stereo not drawn)	-7	7	5	1.9	-7	3	5	1	2
CC(C)[C@H](NC(=O)NCCc1ccccc1)C(=O)O	-2	-6	-11	0.0	3	0	9	4	9
CC(=O)Nc1ccc(S(=O)(=O)Nc2cccn(Cc3ccc(C)cc3)c2=O)cc1	-1	-5	1	-1.1	1	-1	2	11	8
O=C(Cc1cn2ccsc2n1)Nc1nc2c(s1)CN(Cc1ccccc1)CC2	1	4	-3	-2.3	4	-5	9	12	2
CC(=O)Nc1ccc(-c2cn3ccsc3n2)cc1	11	-8	4	0.1	7	-3	-14	-47	-9
O=C(CSc1nc2ccccc2o1)N1CCN(c2ccccc2)CC1	1	5	13	1.1	-5	-2	16	-11	-3
Cc1ccc(C)c(OCCC(=O)OCC(=O)NC(=O)NC2CCCC2)c1	-4	0	2	-0.9	15	-3	17	11	8
O=C(O)c1ccc(Nc2nc(-c3ccccc3)nc3ccccc23)cc1	-1	4	4	2.5	15	1	53*	1	16
CC(=O)c1sc(N/N=C\c2c(O)ccc3ccccc23)nc1C	5	5	10	3.0	23	-1	42*	-8	-15
CCOc1cc(C2Nc3ccccc3C(=O)N2c2ccccc2)ccc1O (stereo not drawn)	2	9	4	1.6	-9	2	-27	-11	0
CC(=O)Oc1ccc2c(c1)OC(c1ccccc1)CC21CC(C)(C)NC(=S)N1 (stereo not drawn)	2	8	11	1.2	8	1	8	-1	3
C=CCNC(=O)CN1CCC(n2c(C)nc3cc(C(F)(F)F)ccc32)CC1	0	7	-6	-1.2	15	-1	5	19	1
O=C(N/N=C/c1ccncc1)c1ccccc1[N+](=O)[O-]	-1	-8	10	-0.9	0	4	12	2	-14
CC1CN(S(=O)(=O)c2cccc(C(F)(F)F)c2)C(C)N1C(=O)N1CCOCC1 (stereo not drawn)	2	-7	-1	0.0	8	-8	19	-8	-18
O=C(N/N=C/c1c[nH]c2ccccc12)c1cccc(O)c1	0	-7	8	1.8	8	-5	8	-4	12
CCCCCCCCCCCCCCCC(=O)NCCO	4	6	6	0.6	-10	-3	-3	10	12
Cc1ccc(C(C)C)c(OCC(O)CNC2CCCC2)c1 (stereo not drawn)	-3	-1	-13	2.3	5	-5	8	49	15
CC1(C)C=Cc2cc(-c3coc4cc(O)cc(O)c4c3=O)cc(O)c2O1	-2	-20	-13	1.1	33	0	-29	1	-31

Ordered by molar mass (lowest first): part of the list above.
SMILES	APJ ag	CXCR6 inh	TIM10 inh	UPR CHOP act	tim23-1 inh	UPR XBP1 act	tim10-1 inh	Mdm2-MdmX inh	APJ antag
CC(=O)Nc1ccc(-c2cn3ccsc3n2)cc1	11	-8	4	0.1	7	-3	-14	-47	-9
O=C(N/N=C/c1ccncc1)c1ccccc1[N+](=O)[O-]	-1	-8	10	-0.9	0	4	12	2	-14
Cc1ccc(C(C)C)c(OCC(O)CNC2CCCC2)c1 (stereo not drawn)	-3	-1	-13	2.3	5	-5	8	49	15
CCCCCCCCCCCCCCCC(=O)NCCO	4	6	6	0.6	-10	-3	-3	10	12
CC(=O)c1sc(N/N=C\c2c(O)ccc3ccccc23)nc1C	5	5	10	3.0	23	-1	42*	-8	-15
CC1(C)C=Cc2cc(-c3coc4cc(O)cc(O)c4c3=O)cc(O)c2O1	-2	-20	-13	1.1	33	0	-29	1	-31
O=C(CSc1nc2ccccc2o1)N1CCN(c2ccccc2)CC1	1	5	13	1.1	-5	-2	16	-11	-3
CCOc1cc(C2Nc3ccccc3C(=O)N2c2ccccc2)ccc1O (stereo not drawn)	2	9	4	1.6	-9	2	-27	-11	0
Cc1ccc(C)c(OCCC(=O)OCC(=O)NC(=O)NC2CCCC2)c1	-4	0	2	-0.9	15	-3	17	11	8
C=CCNC(=O)CN1CCC(n2c(C)nc3cc(C(F)(F)F)ccc32)CC1	0	7	-6	-1.2	15	-1	5	19	1
CC(=O)Oc1ccc2c(c1)OC(c1ccccc1)CC21CC(C)(C)NC(=S)N1 (stereo not drawn)	2	8	11	1.2	8	1	8	-1	3
CC(=O)Nc1ccc(S(=O)(=O)Nc2cccn(Cc3ccc(C)cc3)c2=O)cc1	-1	-5	1	-1.1	1	-1	2	11	8
CC1CN(S(=O)(=O)c2cccc(C(F)(F)F)c2)C(C)N1C(=O)N1CCOCC1 (stereo not drawn)	2	-7	-1	0.0	8	-8	19	-8	-18

The results go on:
SMILES	APJ ag	CXCR6 inh	TIM10 inh	UPR CHOP act	tim23-1 inh	UPR XBP1 act	tim10-1 inh	Mdm2-MdmX inh	APJ antag
CC(=O)c1ccc(NC(=O)CSc2nnc(C3CC3)n2C2CC2)cc1	-1	0	-12	-0.5	9	3	-10	13	2
C[C@@H](NC(=O)/C(C#N)=C/c1ccc(O)c(O)c1)c1ccccc1	-3	16	3	10	21	3	9	2	16
O=C(NCc1ccco1)Nc1cccs1	-4	-4	6	-4.7	17	-8	10	6	-10
O=C(CN1C(=O)C2CCCCC2C1=O)Nc1nc(-c2ccccn2)cs1 (stereo not drawn)	-3	-1	6	-1.9	-1	-1	-6	29	-3
Cc1[nH]c2ccc(C(=O)NCCN3CCOCC3)cc2c1C	-1	-14	-8	-0.1	-3	-7	-7	-5	20
Cn1c(=O)c2[nH]c(N3CCN(c4ccccn4)CC3)nc2n(C)c1=O	-1	.	16	-3.9	5	0	15	35	7
Cc1ccc(CNn2cn[nH]c2=S)cc1	-3	-8	7	0.9	6	-3	-1	5	2
Cc1nnc(SCc2cc(=O)[nH]c(N3CCCCC3)n2)s1	-2	4	-20	-1.3	-6	-2	13	15	12
CCCc1cc2c(cc1NC(=O)c1ccccc1F)OCO2	0	-5	-7	2.1	13	-3	-12	14	10
CCOC(=O)N1CCC(NC2CCCCCCC2)CC1	-1	2	-2	-0.5	-2	1	5	6	1

Some of the compounds tested; count on the stated rates, not on these rows.
